From PubChem BioAssay
D2 antagonist: antagonizes the human D2 dopamine receptor | P14416 | HEK293 TREx D2 cells, calcium flux, dopamine EC80 | inhibition, % at 10 µM | 2% of 340,000 active | AID 485344; in the data active means inhibition above about 30%; further: 0% is about no effect
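Overnight-induced (tetracycline, 30 C) HEK293 T-REx cells carrying force-coupled D2 receive a no-wash calcium dye, then compound, then EC80 dopamine at 180 s; signals are read kinetically throughout.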
D1 potentiator: human D1 dopamine receptor positive modulation | P21728 | HEK293 TREx D1 cells, calcium flux, dopamine EC20 potentiation | potentiation, % at 10 µM | 0.036% of 360,000 active | AID 504651; in the data active means potentiation above about 30%; further: 0% is about no effect
D1 antag: antagonists of human D1 dopamine receptor; P21728; HEK293 TREx D1 cells, calcium flux, dopamine EC80; hits give low values; activity change, negative = inhibition, % at 10 µM; 3.2% of 360,000 active; AID 504652; in the data active means activity change below about -30%; further: on the % scale 0 is the no-effect control and ±100 the full control effect
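Compound effects on dopamine-evoked calcium signalling were measured in tetracycline-induced HEK293 Trex D1 cells. Dopamine at EC80 followed a 180 s compound pre-read, and fluorescence was tracked kinetically for 180 s more.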
RXFP1 antag: antagonists of human relaxin receptor RXFP1 | Q9HBX9 | HEK293-RXFP1, relaxin-stimulated cAMP HTRF, 30 min; hits give low values | activity change, negative = inhibition, % at 57.5 µM | 0.59% of 350,000 active | AID 1259400;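 active means activity change of -60% or lower, but not beyond a set lower limit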; further: on the % scale 0 is the no-effect control and ±100 the full control effect
Target sequence (Q9HBX9 whole entry, looked up): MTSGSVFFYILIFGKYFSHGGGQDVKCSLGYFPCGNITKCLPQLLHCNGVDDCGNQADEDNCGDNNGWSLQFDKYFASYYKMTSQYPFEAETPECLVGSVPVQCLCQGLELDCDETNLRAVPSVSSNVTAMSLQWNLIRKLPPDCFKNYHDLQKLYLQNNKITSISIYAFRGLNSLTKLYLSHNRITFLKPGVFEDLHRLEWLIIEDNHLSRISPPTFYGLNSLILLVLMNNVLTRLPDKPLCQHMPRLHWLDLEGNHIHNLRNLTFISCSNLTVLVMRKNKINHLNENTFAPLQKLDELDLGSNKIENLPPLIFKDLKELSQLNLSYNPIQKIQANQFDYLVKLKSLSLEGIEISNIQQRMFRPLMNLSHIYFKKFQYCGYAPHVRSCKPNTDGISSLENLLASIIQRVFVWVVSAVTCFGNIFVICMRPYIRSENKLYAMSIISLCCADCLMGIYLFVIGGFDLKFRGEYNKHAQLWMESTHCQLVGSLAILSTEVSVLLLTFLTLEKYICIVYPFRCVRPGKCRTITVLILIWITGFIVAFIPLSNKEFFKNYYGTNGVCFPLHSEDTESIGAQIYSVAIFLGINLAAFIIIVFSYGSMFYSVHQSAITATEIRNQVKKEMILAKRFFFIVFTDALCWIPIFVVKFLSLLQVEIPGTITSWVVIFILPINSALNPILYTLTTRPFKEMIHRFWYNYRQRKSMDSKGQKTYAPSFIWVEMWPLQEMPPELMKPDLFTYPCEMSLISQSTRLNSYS
TRHR enhancer: TRH receptor (human) allosteric enhancement | enhancement, % at 2 µM | 0.66% of 360,000 active | TRHR cells, fluo-8 calcium fluorescence, EC20 TRH enhancement | P34981 | AID 493056; in the data active means enhancement above about 30%; further: 0% is about no effect
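TRHR-expressing cells loaded with fluo-8 calcium dye were read kinetically (ex 480/em 530) during compound addition, then stimulated with an EC20 of TRH (10 nM final). Enhancement of the Gq-mediated intracellular calcium response was scored.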
D1 ag: activates the human D1 dopamine receptor | activation, % at 2 µM | P21728 | HEK293 T-REx D1 cells, calcium flux, agonist mode | 1% of 360,000 active; further: 0% is about no effect
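Tetracycline-induced HEK293 TREx D1 cells, force-coupled to calcium signalling, were dye-loaded with a no-wash calcium kit. Compound was pin-added after a 10 s baseline. Fluorescence was read kinetically at 1 cycle/s for 180 s, with calcium rises flagged as agonism.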
D2 PAM: D2 dopamine receptor (human) potentiation | potentiation, % at 10 µM | AID 485347 | P14416 | HEK293 T-REx D2, calcium flux, EC20 dopamine potentiation | 0.34% of 340,000 active;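 active means potentiation over 3 SD above the plate norm, cut at about 30% in these data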; further: 0% is about no effect
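Cells plated with tetracycline inducer and held overnight at 30 C; calcium dye loaded 30–90 min at room temperature; baseline taken, compound added and read 180 s; EC20 dopamine then added and read 180 s.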
TRHR ag: activates the human TRH receptor; P34981; 0.18% of 360,000 active; activation, % at 2 µM; TRHR cells, calcium flux fluo-8, FDSS agonist mode; further: 0% is about no effect
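Steps: seed TRHR cells overnight; add fluo-8 no-wash Ca dye, RT 30 min–1.5 h; record 10 s baseline; pin-transfer compounds; monitor fluorescence 1 cycle/s for the agonist window. Calcium increases flag candidate agonists.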
D2 ag: agonists of human D2 dopamine receptor; P14416; HEK293 T-REx D2 cells, calcium flux agonist mode; 0.53% of 340,000 active; AID 485358; activation, % at 2 µM;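 active means activation over 3 SD above normal in the single-dose calcium agonist read, cut at about 30% in these data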; further: 0% is about no effect
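Agonism is scored from calcium flux in a force-coupled, inducible HEK293 cell line expressing D2, read kinetically for 180 s after compound addition against dopamine controls.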
Active calls of the source: *; / = no result given; & = joins results of further samples. Unless noted, no stated cut-off is given here; in the data, active means activation above about 30%; inactive means the rest.

SMILES | D2 antagonist | D1 potentiator | D1 antag | RXFP1 antag | TRHR enhancer | D1 ag | D2 PAM | TRHR ag | D2 ag
CCCOc1cccc(C2c3c(oc4ccc(F)cc4c3=O)C(=O)N2c2nc(C)c(C(C)=O)s2)c1 (stereo not drawn) | / | -3 | 4 | -7 | -10 | 0 | 4 | 0.1 | /
C=CCNC(=O)CC1C(=O)NCCN1Cc1c(F)cccc1Cl (stereo not drawn) | -1 | -1 | -4 | -6 | -1 | 1 | -4 | -0.1 | -0.8
Cc1cccc(-n2c(SCC(=O)N(C)C3CCS(=O)(=O)C3)nc3ccccc3c2=O)c1C (stereo not drawn) | -2 | -12 | -18 | -11 | -4 | 0 | 2 | -0.1 | -0.5
c1ccc2sc(NC3=NCN(C4CCCCCC4)CN3)nc2c1 | 10 | -2 | -20 | -38 | -6 | 5 | -9 | 0.1 | 1.2
COc1ccc2[nH]c3c(c2c1)CCC/C3=N\N | / | -4 | -15 | 7 | 5 | 1 | / | 0.2 | /
Cc1cc(C)n(CCCNC(=O)CN(C)S(=O)(=O)c2ccc(Cl)cc2)n1 | -8 | 3 | 2 | 1 | 5 | 4 | 3 | -0.9 | 0.2
CCc1nc2nc(C)cc(Nc3ccc(OC)cc3)n2n1 | / | 2 | -6 | -1 | 7 | 0 | -4 | -1.2 | -0.7
CC(=O)Nc1ccc(N2C(=O)c3ccc(S(=O)(=O)c4ccc(C(=O)O)cc4)cc3C2=O)cc1 | -25 | -6 | 2 | -11 | -4 | 0 | -1 | 1.7 | 0.6
COc1cccc(CNC(=O)CC(c2ccc(F)cc2)N2Cc3ccccc3C2=O)c1 (stereo not drawn) | / | 2 | -7 | -1 | 0 | 5 | 4 | -0.7 | -0.7
C=CCOC(=O)C1=C(C)N=C2SCCC(=O)N2C1/C=C/c1ccccc1OC (stereo not drawn) | 4 | 0 | 21 | 7 | -4 | 5 | 2 | 1.3 | -0.5
CC(C)c1nnc(NC(=O)CS(=O)(=O)Cc2ccccc2)s1 | 55* | 5 | -9 | -21 | 9 | 1 | 4 | -0.4 | -0.4
CCN(CC)S(=O)(=O)c1ccc(OC)c(NC(=O)CSc2ccccc2)c1 | 3 | -8 | -4 | 1 | 1 | 7 | -7 | 0.5 | 0.8

Exported with two lines to a compound: part of the list above
Values run as follows: D2 antagonist, D1 potentiator, D1 antag, RXFP1 antag, TRHR enhancer, D1 ag, D2 PAM, TRHR ag, D2 ag
CC(=O)Nc1ccc(N2C(=O)c3ccc(S(=O)(=O)c4ccc(C(=O)O)cc4)cc3C2=O)cc1
  -25, -6, 2, -11, -4, 0, -1, 1.7, 0.6
COc1cccc(CNC(=O)CC(c2ccc(F)cc2)N2Cc3ccccc3C2=O)c1 (stereo not drawn)
  /, 2, -7, -1, 0, 5, 4, -0.7, -0.7
C=CCOC(=O)C1=C(C)N=C2SCCC(=O)N2C1/C=C/c1ccccc1OC (stereo not drawn)
  4, 0, 21, 7, -4, 5, 2, 1.3, -0.5
CC(C)c1nnc(NC(=O)CS(=O)(=O)Cc2ccccc2)s1
  55*, 5, -9, -21, 9, 1, 4, -0.4, -0.4

More entries.
SMILES | D2 antagonist | D1 potentiator | D1 antag | RXFP1 antag | TRHR enhancer | D1 ag | D2 PAM | TRHR ag | D2 ag
Cc1cccc(N2CCN(S(=O)(=O)c3c(C)nc4scc(C)n4c3=O)CC2C)c1 (stereo not drawn) | 1 | -5&-3 | -4&-6 | -1&-21 | 0&16 | -2&2 | 5&5 | -0.5&-1.2 | 0.3&0.0
CCc1ccc(N2CC(C(=O)NC3CCCCC3C)CC2=O)cc1 (stereo not drawn) | -5 | 5 | 12 | 5 | 3 | -3 | -3 | -0.7 | -0.2
COc1cc(OC)c(C(=O)O/N=C(\N)c2cccc(C)c2)cc1OC | 4 | 0 | 5 | -12 | 1 | 1 | 7 | -0.8 | 0.2
CCc1ccc(NC(=O)CCn2cccc2)cc1 | -1 | -2 | -5 | 3 | -5 | 1 | -6 | -0.4 | 0.4
CCCc1ccc(S(=O)(=O)N2CCN(C(C)C(=O)NCc3ccc(OC)cc3)CC2)cc1 (stereo not drawn) | 1 | -3 | 1 | 3 | 7 | 5 | -1 | 0.0 | -0.2
Cc1nc(-c2ccc(S(=O)(=O)Nc3ccc(OC(F)(F)F)cc3)cc2)co1 | / | -4 | 21 | / | 1 | 5 | -6 | 0.5 | 1.0
O=S(=O)(c1ccc(Cl)cc1)N1CCC(n2cccc2)CC1 | 10 | 0 | -5 | -20 | -5 | 3 | -3 | -1.4 | -2.5
CC(=O)Nc1ccc(-c2csc(NC(=O)c3ccc(C)o3)n2)cc1 | -24 | -3 | -9 | -11 | 3 | 2 | 0 | 0.0 | -0.9
CCOC(=O)C1CCN(Cc2ccc(OC)c(C)c2OC)CC1 | 7 | -2 | 8 | -2 | 1 | 1 | 4 | -0.2 | 0.8
Cc1c(C#N)c(NC(=O)C(C)C)n(Cc2ccccc2)c1C | -5 | -4 | 4 | 9 | -9 | 3 | -6 | 0.2 | -0.1
CCCCN(C)CCCNC(=O)c1ccc2c(c1)N(CC)C(=O)c1ccccc1S2=O (stereo not drawn) | 70* | 3 | -3 | -1 | 0 | 2 | -32 | 0.2 | -0.6
Cc1ccc(C)c(NC(=O)c2sc(Cl)nc2C)c1 | 18 | 2 | 2 | -6 | 0 | 1 | 4 | -0.2 | 0.8
S=C(Nc1ccccc1)N1CCN(C/C=C/c2ccccc2)CC1 | 10 | -5 | -8 | -15 | 0 | 9 | -13 | 0.2 | -1.1
CCc1ccc(C(=O)COC(=O)C(CCSC)NC(=O)c2ccccc2)cc1 (stereo not drawn) | 4 | -9 | -22 | 0 | -2 | 16 | 6 | -0.6 | -0.7
CC(=O)Oc1ccc2cc(-c3ccccc3)c(=O)oc2c1 | 27 | 7 | -7 | 8 | -16 | 13 | 7 | 0.8 | -0.7
O=S(=O)(Nc1ccc2c(c1)nc1n2CCOC1)c1ccccc1 | -7 | -4 | 3 | -8 | 19 | 1 | 6 | 0.9 | 0.9
CC(=O)Nc1ccc(S(=O)(=O)NC2=NCN(CCO)CN2)cc1 | / | 2 | 4 | / | 2 | 0 | 3 | 1.7 | -0.4
COc1ccc(C(=O)Nc2ccccc2C(=O)Nc2ccc(C(=O)O)cc2)cc1 | 9 | -15 | -5 | -2 | -2 | 1 | -12 | -1.8 | -0.6
Cc1[nH]c2ccccc2c1/C=C(\C#N)C(=O)NC(C)c1ccccc1 (stereo not drawn) | 3 | -5 | 3 | -7 | 1 | 6 | -10 | 1.2 | 1.4
CC(C)CC1(C(=O)NCCN2CCOCC2)C=CCN1C(=O)c1ccccc1 (stereo not drawn) | -4 | -1 | 20 | / | 0 | -2 | -2 | 0.0 | 0.4
CC(NC(=O)CN1C(=O)NC(C)(c2cccc3ccccc23)C1=O)c1ccccc1 (stereo not drawn) | -7 | -3 | 2 | -4 | 4 | 2 | -14 | 0.0 | 1.1
CCC(=O)c1cn(CC(=O)NCc2ccco2)c2ccccc12 | / | -4 | -4 | -7 | 16 | 1 | / | -0.3 | /
CN(C)CCCNC(=O)Cc1ccc(Br)cc1 | 9 | -2 | 13 | 7 | -1 | 0 | -5 | -0.2 | -0.1
CC(C)(C)c1ccc(C(=O)Nc2ccc(NC(=O)C(=O)O)cc2)o1 | -11 | -2 | 17 | 0 | 6 | 1 | 13 | -0.6 | -1.3

Compound profiles (already shown). Values in the order: D2 antagonist, D1 potentiator, D1 antag, RXFP1 antag, TRHR enhancer, D1 ag, D2 PAM, TRHR ag, D2 ag
Listed for `CCc1ccc(C(=O)COC(=O)C(CCSC)NC(=O)c2ccccc2)cc1` (stereo not drawn) : 4, -9, -22, 0, -2, 16, 6, -0.6, -0.7
Listed for `CC(=O)Nc1ccc(S(=O)(=O)NC2=NCN(CCO)CN2)cc1` : /, 2, 4, /, 2, 0, 3, 1.7, -0.4

Remaining list, next part
SMILES | D2 antagonist | D1 potentiator | D1 antag | RXFP1 antag | TRHR enhancer | D1 ag | D2 PAM | TRHR ag | D2 ag
CCOc1ccc(NC(=O)CCN2CCN(C)CC2)cc1 | -13 | 3 | 11 | -18 | 1 | 2 | 18 | -0.5 | 0.0
COc1ccc(NS(=O)(=O)c2cccc(C(=O)N3CCCCCC3)c2)cc1 | / | 5 | -10 | -5 | -2 | 4 | / | 0.1 | /
O=C(NCCC1=CCCCC1)C(=O)NCC1OCCCN1S(=O)(=O)c1ccc(F)cc1 (stereo not drawn) | -6 | -7 | -1 | 2 | 1 | 2 | 1 | -0.6 | -1.6
CCCC(=O)C1=C(O)C(c2cccc(Oc3ccccc3)c2)CCC1=O (stereo not drawn) | 1 | 0 | -2 | 1 | 21 | 3 | -3 | -0.1 | -0.5
O=C(CC(=O)Nc1ccccc1C(=O)O)NNC(=O)Cc1ccccc1 | 12 | 0 | 2 | -3 | 1 | 2 | 2 | -1.3 | 0.7
CCOc1ccc(N=Cc2c(O)n(-c3cccc(C)n3)c(=O)c3ccccc23)cc1 | -14 | 4 | 5 | -12 | 1 | 6 | 12 | 4.1 | 1.0
COC(=O)/C(=C\Nc1ccc(Oc2ccc(F)cc2F)nc1)NC(=O)c1ccccc1 | 19 | -5 | -5 | -19 | -3 | 7 | -1 | 0.1 | -1.3
O=C(CCN1C(=O)/C(=C/c2cccs2)SC1=S)NC1=NCCS1 | 1 | -8 | -25 | -11 | -4 | 6 | 5 | 0.6 | 4.4
CCOC(=O)c1ccccc1NC(=O)CSc1nnc(COc2ccccc2C)n1C | 7 | 1 | 9 | 16 | -4 | 2 | 7 | -2.2 | 0.6
COC/C=C/c1cc(F)c(S(=O)(=O)N2CCN(S(=O)(=O)c3ccc4c(c3)OCCO4)CC2)cc1F | / | 5 | 5 | / | -6 | 1 | / | -1.8 | /
Cc1nc2cc3c(cc2c(C)c1C(=O)OC(C)C)OCO3 | 3 | 6 | 2 | 4 | 1 | 0 | 5 | -0.2 | 0.7
CC(C)CCNC(=O)C1CCCN(S(=O)(=O)c2ccc(-n3cnnn3)cc2)C1 (stereo not drawn) | -15 | -9 | 19 | -19 | -5 | 1 | / | 0.0 | 6.1
CC1CCCN(CCCNC(=O)CN2C(=O)COc3ccccc32)C1 (stereo not drawn) | 23 | 8 | -21 | 0 | 3 | 0 | 5 | 2.4 | 0.4
CCn1c(-c2cc(OC)c(OC)c(OC)c2)n[nH]c1=S | -3 | 4 | 20 | 0 | 3 | 3 | 24 | 0.1 | -1.5
CCOC(=O)c1ccc(NC(=O)c2c(C)oc3nc(C)nc(N4CCCC4)c23)cc1 | / | -9 | 0 | -5 | -7 | 1 | 5 | 0.5 | 0.3
Cc1ccc(S(=O)(=O)N2CCOC2CNC(=O)C(=O)NCc2ccccn2)cc1 (stereo not drawn) | 13 | -4 | -9 | -2 | 11 | -1 | -8 | -0.7 | 0.2
Cc1cc(C)c(C#N)c(SC(C(=O)NC(C)(C)C)c2ccccc2)n1 (stereo not drawn) | / | 4 | -9 | -4 | 3 | 3 | / | -1.0 | /
CCOC(=O)c1cnn(-c2ccc(NS(=O)(=O)c3ccc(Cl)cc3)cc2)c1C(F)(F)F | -1 | -5 | -62* | -2 | 1 | 6 | 3 | 1.0 | 0.2
CCOc1ccc(Nc2nc(-c3sc(N)nc3C)cs2)cc1 | -5 | -6 | 42 | -6 | 0 | -1 | 18 | 0.2 | 0.9
